# DNA FID counter = fluorescent intercalator displacement, NS3 helicase counter-screen; DNA fluorescent intercalator displacement, fluorescence; inhibition, % at 7.9 µM; 0.17% of 290,000 active; AID 1845; in the data active = inhibition above about 37%;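 note: 0% = vehicle and 100% = reference compound; higher means more ethidium bromide displaced from hairpin DNA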
# UBC9 SUMO inh = inhibitors of human SUMOylation (UBC9) | P63279 | HTRF SUMOylation assay, SAE1/SAE2 + UBC9, in vitro | inhibition, % at 35 µM | 0.36% of 290,000 active | AID 2006; in the data active = inhibition above about 50%, passing the limit was not always enough; note: strong numbers were not always called active
# Target sequence (P63279 whole entry, looked up): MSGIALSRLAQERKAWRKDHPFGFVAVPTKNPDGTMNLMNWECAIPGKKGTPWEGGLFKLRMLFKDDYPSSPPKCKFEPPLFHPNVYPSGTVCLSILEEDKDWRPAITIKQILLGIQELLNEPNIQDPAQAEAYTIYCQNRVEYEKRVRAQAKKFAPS
# VIM-2 inhibitor = blocks Pseudomonas aeruginosa VIM-2 metallo-beta-lactamase | inhibition, % at 5.6 µM | purified VIM-2, nitrocefin hydrolysis, epi-absorbance fluorescence | 0.89% of 290,000 active | AID 1527;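 active = inhibition above the mean of all tested compounds plus 3 SD, cutoff set per screening run, cut at about 7.5% in these data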;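 note: red hydrolysis product quenches plate fluorescence so inhibitors raise well fluorescence; 0% = enzyme with DMSO and 100% = DMSO without enzyme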
# MEKK3 PB1 HTS = MEKK3-MEK5 PB1 interaction, increase or decrease. bead-based flow cytometry, Alexa488-MEK5 binding to MEKK3; actives lie on both sides; 0 = blocked by unlabeled MEK5, 100 = vehicle. binding response (% of control), % at 10 µM. 1.4% of 290,000 active;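 active = binding response more than 3 SD above or below the average of its plate-row segment, actives on both sides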;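 note: Alexa488 bead fluorescence after subtracting the streptavidin-only scavenger bead signal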
# Target sequence (Q99759 whole entry, looked up): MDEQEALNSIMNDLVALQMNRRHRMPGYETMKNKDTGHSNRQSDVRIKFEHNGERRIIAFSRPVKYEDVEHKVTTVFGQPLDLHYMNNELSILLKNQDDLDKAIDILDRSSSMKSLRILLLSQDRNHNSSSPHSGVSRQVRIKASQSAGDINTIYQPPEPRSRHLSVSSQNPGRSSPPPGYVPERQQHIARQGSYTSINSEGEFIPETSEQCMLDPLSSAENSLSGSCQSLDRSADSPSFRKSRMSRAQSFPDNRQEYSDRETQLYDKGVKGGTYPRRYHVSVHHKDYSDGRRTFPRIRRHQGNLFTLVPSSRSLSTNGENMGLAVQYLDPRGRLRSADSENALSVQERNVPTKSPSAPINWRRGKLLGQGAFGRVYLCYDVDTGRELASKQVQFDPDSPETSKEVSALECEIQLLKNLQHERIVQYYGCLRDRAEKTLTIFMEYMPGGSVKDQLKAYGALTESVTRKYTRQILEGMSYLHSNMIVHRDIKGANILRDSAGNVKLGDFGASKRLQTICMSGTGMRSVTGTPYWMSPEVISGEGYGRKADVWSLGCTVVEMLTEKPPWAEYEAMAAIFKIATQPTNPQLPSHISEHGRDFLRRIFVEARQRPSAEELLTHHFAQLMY
# PHOSPHO1 inh = blocks human PHOSPHO1 phosphatase activity | Q8TCT1 | recombinant PHOSPHO1, absorbance phosphatase assay | inhibition, % at 13.3 µM | 1.1% of 290,000 active; in the data active = inhibition above about 60%
# Target sequence (Q8TCT1 whole entry, looked up): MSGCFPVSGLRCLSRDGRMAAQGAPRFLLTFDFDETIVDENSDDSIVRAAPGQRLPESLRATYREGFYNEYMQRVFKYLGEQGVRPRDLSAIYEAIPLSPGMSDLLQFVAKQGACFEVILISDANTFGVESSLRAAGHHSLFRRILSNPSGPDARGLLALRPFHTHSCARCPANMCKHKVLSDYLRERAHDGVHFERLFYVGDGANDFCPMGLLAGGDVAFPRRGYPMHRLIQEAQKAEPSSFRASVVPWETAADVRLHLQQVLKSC
# HCV NS3 hel inh = HCV NS3 helicase inhibition; NS3 helicase DNA unwinding, Cy5 molecular beacon fluorescence; 0.56% of 290,000 active; inhibition, % at 10.9 µM; AID 1800;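 active = inhibition above the mean of all tested compounds plus 3 SD, set per campaign, cut at about 35% in these data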;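 note: 0% = DMSO wells and 100% = thioflavine S control wells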
#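 Assay system – hepatitis C virus NS3 helicase domain fragment enzyme · Buffer or medium – MOPS pH 6.5, MgCl2, DTT, Tween20, BSA · Reagent – Cy5/quencher beacon DNA duplex and ATP to start · Compound – single 10.9 µM dose · Timing – 1 h at 25 °C · Technique – Cy5 beacon fluorescence read at start and 1 h · Measure – % inhibition of unwinding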
# IDE cell activ = activators of human insulin-degrading enzyme in cells | P14735 | 0.073% of 340,000 active | HEK cells, FAbeta-B cleavage, fluorescence polarization; 0% vehicle, 100% cell-free pure enzyme wells | activation, % at 5.96 µM;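 active = activation above the mean of all tested compounds plus 3 SD, set per screening campaign, cut at about 17% in these data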
# p-CIP stab down = p/CIP protein destabilization; Q05BA5; F442A p/CIP-EGFP cells, EGFP fluorescence, 16 h; decrease of EGFP signal, % at 10 µM; 0.01% of 290,000 active; AID 1984;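 active = EGFP signal decrease of at least 30% at 10 µM or well 3 SD below plate mean, unless failing retest; inactive = the rest, including hits failing retest or dose response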; note: some compounds called inactive have numbers as strong as hits; many of its hits are not listed in these tables
# IMP-1 inhibitor = inhibitors of Pseudomonas aeruginosa IMP-1 metallo-beta-lactamase. purified IMP-1, nitrocefin hydrolysis, epi-absorbance fluorescence. inhibition, % at 5.6 µM. 0.45% of 290,000 active;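 active = inhibition above the mean plus 3 SD of all compounds in the same screening run, cut at about 4.5% in these data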;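 note: 0% = IMP-1 with DMSO and 100% = DMSO wells lacking enzyme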
#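 system = purified recombinant IMP-1 beta-lactamase | amount = 0.2 nM IMP-1, as dispensed | medium = HEPES buffer pH 7.1 with ZnSO4 and Brij 35 | times = 25 °C, 15 min preincubation, 25 min reaction | detection = plate fluorescence quenching by hydrolysis product, ex 480/em 530 nm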
# * marks the source's active call; other numbers are inactive results; nt = not tested or not shown.
1) COc1ccc(OC(C)C(=O)Nc2cccc(OC)c2)cc1 (stereo not given)
2) Cc1ccc(NC(=O)c2cc(-c3ccc4c(c3)OCO4)on2)cc1C
3) O=C(CCCCl)OCc1cn(-c2ccc(Cl)cc2)nn1
4) CCn1cc(CN2CCN(CC(C)(C)C)C(CCO)C2)c2ccccc21 (stereo not given)
5) Cc1c(C(=O)N2CCc3ccccc32)oc2ccccc12
6) CCc1ccc(C(C)NC(=S)NCc2ccc(F)cc2)cc1 (stereo not given)
7) Cc1ccc(-c2nc3ccsc3c(=O)o2)cc1
8) CCCCC(C)n1[nH]c(=O)c2c(C)cc(C)nc21 (stereo not given)

entry no.	1	2	3	4	5	6	7	8
DNA FID counter	-13	-4	-19	3	-8	-23	-1	-10
UBC9 SUMO inh	20	-3	-6	6	8	7	17	8
VIM-2 inhibitor	0.4	-0.4	-1.6	-2.0	3.7	-4.3	1.8	-1.5
MEKK3 PB1 HTS	99	101	121	107	96	102	104	78
PHOSPHO1 inh	-14	0	16	nt	-2	-2	1	12
HCV NS3 hel inh	-4	5	-8	-18	1	-9	5	-8
IDE cell activ	-1	1	nt	-5	3	0	-8	6
p-CIP stab down	5	-4	-4	-11	-5	-4	11	5
IMP-1 inhibitor	-2.5	-2.5	-2.3	-3.5	-2.9	-5.2	-0.9	-2.2

9) CCOC(=O)N1CCN(C(=O)c2ccccc2-c2ccccc2)CC1
10) O=C(N/N=C1/CCc2ccccc21)C1CC1
11) O=C(Cn1ccc2cc(S(=O)(=O)N3CCCC3)ccc21)NCc1ccco1
12) Fc1ccccc1COc1ccc(-c2nnn(Cc3ccccc3F)n2)cc1
13) Cc1ccnc(NC(=O)c2ccccc2NC(=O)c2ccc(Cl)cc2Cl)c1
14) CC(C)c1ccc(NC(=S)NNC(=O)c2cccs2)cc1
15) CCN(CC)S(=O)(=O)c1cc(NC(=O)COC(=O)c2ccc(NC(=O)CC#N)cc2)ccc1C
16) CCS(=O)(=O)N1CCC(C(=O)NCc2ccc(F)cc2Cl)CC1

entry no.	9	10	11	12	13	14	15	16
DNA FID counter	-24	-1	-6	-4	-31	-10	-16	0
UBC9 SUMO inh	-6	9	-2	-11	24	3	14	3
VIM-2 inhibitor	-0.6	-6.0	0.5	-1.6	-2.0	-2.5	-1.7	-3.5
MEKK3 PB1 HTS	109	96	105	104	101	105	106	89
PHOSPHO1 inh	0	13	27	-28	19	-35	-3	27
HCV NS3 hel inh	4	-2	2	1	6	-2	7	-4
IDE cell activ	-3	1	5	9	7	4	7	-3
p-CIP stab down	5	-32	1	-1	-2	1	5	-10
IMP-1 inhibitor	-1.4	-5.6	-1.1	-2.3	-1.4	-3.0	-3.0	-0.5

17) O=C(C1CC(c2ccccc2O)=NO1)N1CCCC1 (stereo not given)
18) CC12C=CC3(O1)C(C(=O)N1CCCOC13)C2C(=O)O (stereo not given)
19) Cc1ccc(C(=O)NN(CCC(=O)NC(C)(C)C)C2=NS(=O)(=O)c3ccccc32)cc1
20) O=C(CCS(=O)(=O)c1ccccc1)Nc1ccccc1F
21) CCCOC(=O)Cn1cnc2scc(-c3ccc(C)cc3)c2c1=O
22) CC(=O)N=C1SC2CS(=O)(=O)CC2N1c1ccccc1Cl (stereo not given)
23) CCCS(=O)(=O)N1CCCC(c2nc(-c3ccc(OC)cc3)no2)C1 (stereo not given)
24) O=C(NCCN1CCc2ccccc2C1)Nc1ccc(F)cc1

entry no.	17	18	19	20	21	22	23	24
DNA FID counter	-3	4	-9	-3	-18	3	-12	5
UBC9 SUMO inh	20	-7	9	-7	-9	15	7	9
VIM-2 inhibitor	-2.0	-0.9	-1.5	-4.2	-0.7	-1.1	-2.6	-0.5
MEKK3 PB1 HTS	nt	102	97	98	103	105	97	100
PHOSPHO1 inh	-44	1	-12	16	39	11	17	-10
HCV NS3 hel inh	-4	2	-3	3	1	-7	8	-2
IDE cell activ	-3	3	0	2	2	-2	2	2
p-CIP stab down	8	-7	8	12	-1	4	0	-8
IMP-1 inhibitor	-5.6	-3.8	-3.2	-2.7	-1.8	-3.5	-1.6	-2.0

25) CN(Cc1ccc2ccccc2c1)C(=O)c1ccc(C(F)(F)F)cc1
26) COc1ccccc1NC(=O)Cn1nnc(-c2ccccc2NS(=O)(=O)c2ccccc2)n1
27) CCc1nnc(NC(=O)C2Cc3ccccc3CN2S(=O)(=O)CC)s1 (stereo not given)
28) O=C(O)c1cccc(-c2ccc(/C=c3/sc4nc5ccccc5n4c3=O)o2)c1
29) Cc1ccc(-c2csc3ncnc(SCC(=O)O)c23)cc1
30) CCCc1ccc(-c2cc(C(=O)N/N=C/c3ccc([N+](=O)[O-])o3)c3ccccc3n2)cc1
31) Nn1c(C2CCC2)nc2ccccc2c1=O
32) COc1ccccc1NC(=O)/C(=C\c1cccnc1)NC(=O)c1ccc(C)cc1

entry no.	25	26	27	28	29	30	31	32
DNA FID counter	-32	-8	-26	-12	-29	-17	1	-24
UBC9 SUMO inh	-23	15	9	84*	16	-3	8	20
VIM-2 inhibitor	-3.0	-4.2	-1.1	-0.2	0.2	-2.2	0.3	-0.8
MEKK3 PB1 HTS	95	105	103	102	100	nt	102	101
PHOSPHO1 inh	26	-13	-38	85*	0	2	34	24
HCV NS3 hel inh	-21	0	-4	23	7	10	9	5
IDE cell activ	0	0	4	-7	3	3	2	1
p-CIP stab down	6	-6	-2	-31	2	-11	-4	-9
IMP-1 inhibitor	-1.7	-1.9	-3.3	-1.1	-2.0	-7.9	-4.8	-5.2

33) O=C(Cn1c(=O)oc2cc(S(=O)(=O)N3CCCC3)ccc21)NC1CCCc2ccccc21 (stereo not given)
34) CC(C)(C)NS(=O)(=O)c1ccc(NC(=O)CS(=O)(=O)Cc2ccccc2)cc1
35) COc1ccc(C2CC(=O)C3=C(C2)Nc2ncnn2C3c2ccccc2C)c(OC)c1 (stereo not given)
36) COc1cc(Br)c(CN2CCCN(C)CC2)cc1OC
37) NC1=NC(c2ccc(F)cc2)n2c(nc3ccccc32)N1 (stereo not given)
38) COc1ccc2c(c1)c(CC(=O)Nc1cccc(S(N)(=O)=O)c1)c(C)n2C(=O)c1ccc(Cl)cc1
39) COc1cc(S(=O)(=O)Nc2cccc(C(=O)O)c2)c(OC)cc1Cl
40) Cn1cnc2cc(NCc3cccs3)ccc21

entry no.	33	34	35	36	37	38	39	40
DNA FID counter	-24	-26	-8	5	2	-17	-3	-8
UBC9 SUMO inh	18	10	6	16	15	9	-1	13
VIM-2 inhibitor	0.1	-2.0	-3.6	-0.1	-1.9	-2.3	0.1	0.0
MEKK3 PB1 HTS	nt	100	95	114	105	103	106	103
PHOSPHO1 inh	22	51	-11	19	-16	45	5	-1
HCV NS3 hel inh	-12	-2	-7	-9	-6	-5	-1	9
IDE cell activ	3	6	-2	3	2	3	-3	4
p-CIP stab down	-18	-14	3	-16	2	-9	4	5
IMP-1 inhibitor	-0.6	-2.3	-2.0	-2.8	-3.0	-2.0	-1.6	-1.3

41) CCN(c1ccccc1)S(=O)(=O)c1ccc(Cl)c(NC(=O)Nc2ccc(Cl)cc2C#N)c1
42) COc1ccc(OC)c(NC(=O)C2CCCN(S(=O)(=O)c3cccc4nonc34)C2)c1 (stereo not given)
43) Cc1cc2ccccc2n1CCNC(=O)Cc1ccccc1
44) CSc1cccc(CN2CCC(CO)(Cc3ccccc3)CC2)c1
45) O=C(O)CCCCCCCCCC(=O)c1cccs1
46) Cc1cc(Oc2ccc(-c3ccccc3)cc2)nc(N2CCOCC2)n1
47) CCn1c(SCC(=O)NC2CC2)nnc1-c1ccc(F)cc1
48) Cc1ccnc(NC(c2ccsc2)c2ccc3ccc(C)nc3c2O)c1 (stereo not given)

entry no.	41	42	43	44	45	46	47	48
DNA FID counter	-19	-1	-10	12	-25	-8	-5	-12
UBC9 SUMO inh	-16	0	12	2	-7	-27	6	-51
VIM-2 inhibitor	0.4	-3.6	-3.5	-1.6	-2.0	-1.1	0.6	-2.4
MEKK3 PB1 HTS	101	101	105	98	100	112	100	105
PHOSPHO1 inh	-9	6	14	8	2	2	-10	-95
HCV NS3 hel inh	-15	-4	-9	-11	19	-5	-1	-6
IDE cell activ	3	3	1	-3	4	3	7	-4
p-CIP stab down	-2	5	-13	-1	12	-7	0	11
IMP-1 inhibitor	-2.5	-0.4	-4.5	0.4	0.0	0.8	-1.8	-4.8

# Entries 44 to 48, quoted:
44) CSc1cccc(CN2CCC(CO)(Cc3ccccc3)CC2)c1
45) O=C(O)CCCCCCCCCC(=O)c1cccs1
46) Cc1cc(Oc2ccc(-c3ccccc3)cc2)nc(N2CCOCC2)n1
47) CCn1c(SCC(=O)NC2CC2)nnc1-c1ccc(F)cc1
48) Cc1ccnc(NC(c2ccsc2)c2ccc3ccc(C)nc3c2O)c1 (stereo not given)

entry no.	44	45	46	47	48
DNA FID counter	12	-25	-8	-5	-12
UBC9 SUMO inh	2	-7	-27	6	-51
VIM-2 inhibitor	-1.6	-2.0	-1.1	0.6	-2.4
MEKK3 PB1 HTS	98	100	112	100	105
PHOSPHO1 inh	8	2	2	-10	-95
HCV NS3 hel inh	-11	19	-5	-1	-6
IDE cell activ	-3	4	3	7	-4
p-CIP stab down	-1	12	-7	0	11
IMP-1 inhibitor	0.4	0.0	0.8	-1.8	-4.8

# Continuation:
49) Cc1cc(C)nc(SCC(=O)Nc2ccc(Br)cn2)n1
50) CCC(C)NC(=O)c1ccccc1NC(=O)/C(=C/c1ccc(OC)cc1)c1ccccc1 (stereo not given)
51) Cc1nc2nc(SCC(=O)NCCN3CCOCC3)nn2c(C)c1Cc1ccccc1
52) COc1ccccc1N1CCN(C2CC(=O)N(c3ccccc3)C2=O)CC1 (stereo not given)
53) CCn1c(=O)n(CC)c2cc(NC(=O)c3ccccc3Cl)ccc21
54) Cc1ccc(C#N)c(SCCN2CCCCC2)n1
55) O=C1ON=C(c2ccccc2)/C1=C/c1ccco1
56) CCOC(=O)c1sc(NC(=O)CSc2nccn2C)nc1C
57) C/C=C(/C)C(=O)OC1c2c(ccc3ccc(=O)oc23)OC(C)(C)C1OC(C)=O (stereo not given)
58) CCN(CC)CCN(C(=O)c1cc2ccccc2cc1OC)c1nc2ccc(OC)cc2s1
59) Cc1nnc(SCC(=O)N2CCN(c3ccccc3)CC2)n1-c1ccccc1

entry no.	49	50	51	52	53	54	55	56	57	58	59
DNA FID counter	-8	-7	-2	-9	-14	-1	-13	-19	-30	44*	-21
UBC9 SUMO inh	14	-16	20	0	-2	4	14	15	-2	-15	10
VIM-2 inhibitor	0.5	-2.9	-3.1	-3.1	-1.3	-2.4	0.6	-3.2	-2.9	-3.1	-0.5
MEKK3 PB1 HTS	104	99	100	104	107	99	103	103	74	103	103
PHOSPHO1 inh	-5	4	7	45	nt	32	34	22	2	18	68*
HCV NS3 hel inh	5	-1	7	0	-1	25	14	5	13	-90	-3
IDE cell activ	0	5	1	-1	8	2	-9	8	3	4	-4
p-CIP stab down	-14	-1	-5	2	2	-5	-23	9	-2	-19	-8
IMP-1 inhibitor	-1.6	-1.3	-2.0	-2.6	-2.2	-1.5	1.1	-1.5	-2.6	-4.0	-1.4

# High-throughput results deposited in PubChem BioAssay by several laboratories.

# This is a subset; the hit share may differ from the screen's.
